AddAB inh: less growth of phage-infected E. coli with AddAB | E. coli expressing H. pylori AddAB, absorbance growth | inhibition, % at 11.9 µM | 0.29% of 330,000 active; in the data active = inhibition above about 12%;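 also: 0% = vehicle wells of infected cells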
phage Ecoli inh: E. coli growth loss with phage present | growth absorbance | inhibition, % at 11.9 µM | 0.26% of 360,000 active; in the data active = inhibition above about 11%
Wnt act: activates Wnt/beta-catenin signaling in a reporter cell assay; activation, % at 9.35 µM; activator, plate reader; 1.2% of 300,000 active; in the data active = activation above about 30%, passing the limit was not always enough;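 also: 0% = neutral control wells and 100% = positive control wells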
DAGLB inh: blocks human DAGLB lipase activity | Q8NCG7 | HEK293T DAGLB membrane lysate, EnzChek fluorogenic substrate | inhibition, % at 5.17 µM | 0.059% of 340,000 active | AID 504411; in the data active = inhibition above about 34%;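 also: 0% = enzyme with vehicle and 100% = wells lacking enzyme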
Target sequence (Q8NCG7 whole entry, looked up): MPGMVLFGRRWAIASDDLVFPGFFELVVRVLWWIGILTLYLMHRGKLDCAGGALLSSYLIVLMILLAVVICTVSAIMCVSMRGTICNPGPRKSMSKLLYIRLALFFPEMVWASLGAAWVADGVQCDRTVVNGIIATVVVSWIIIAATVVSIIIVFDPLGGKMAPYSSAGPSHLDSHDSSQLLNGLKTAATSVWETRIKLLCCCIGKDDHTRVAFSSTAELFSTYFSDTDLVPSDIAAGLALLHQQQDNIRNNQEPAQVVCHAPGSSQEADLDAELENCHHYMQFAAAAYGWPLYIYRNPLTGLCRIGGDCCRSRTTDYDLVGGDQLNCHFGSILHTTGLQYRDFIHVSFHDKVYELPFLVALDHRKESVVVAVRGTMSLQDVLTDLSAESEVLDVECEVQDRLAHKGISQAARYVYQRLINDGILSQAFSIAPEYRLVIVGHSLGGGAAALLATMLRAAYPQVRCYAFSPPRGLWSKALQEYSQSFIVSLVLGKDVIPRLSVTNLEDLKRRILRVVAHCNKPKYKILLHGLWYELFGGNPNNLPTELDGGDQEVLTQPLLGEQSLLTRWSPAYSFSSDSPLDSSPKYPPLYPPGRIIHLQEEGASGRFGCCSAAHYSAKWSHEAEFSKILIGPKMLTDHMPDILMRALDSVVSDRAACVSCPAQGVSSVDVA
Ecoli viability: bacterial growth inhibition, counter-screen for AddAB inhibitors; E. coli V3065 growth, OD600 absorbance, 18 h; inhibition, % at 11.9 µM; 0.27% of 330,000 active; AID 449728;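 active = inhibition above the campaign's mean inhibition across all tested compounds plus 3 SD, cut at about 9.9% in these data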;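 also: uninfected addAB+ strain grown without phage in ampicillin broth; 0% = DMSO wells and 100% = ciprofloxacin 0.95 µg/ml wells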
Starred values were filed as active, the others as inactive; nt = not tested or not shown; & = joins results of further samples.

Every second line gives: AddAB inh | phage Ecoli inh | Wnt act | DAGLB inh | Ecoli viability
Cc1cc(N2CCNC[C@H]2C)ccc1N1CCN[C@H](C)C1
 : nt | -0.6 | -2 | nt | nt
COC(=O)C1C(c2ccc(C)cc2)CC2CCC1N2C (centres undefined)
 : nt | 1.6 | -2 | nt | nt
COC12c3ccccc3-c3ccccc3C1C(C(=O)O)C2C(=O)O (centres undefined)
 : nt | 2.5 | -1 | nt | nt
CC(C)C[C@H]1COc2cccc(N3CCN(C)CC3)c2S(=O)(=O)N1
 : nt | 4.2 | -4 | nt | nt
O=c1[nH]c2ccccc2n1C1CCN(C(c2nnnn2Cc2ccccc2)C2CC2)CC1 (centres undefined)
 : nt | -0.2 | -3 | nt | nt
O=C1NCN(c2ccccc2)C12CCN(C(c1nnnn1-c1ccc3c(c1)OCCO3)C1CC1)CC2 (centres undefined)
 : nt | 2.5 | -5 | nt | nt
NC(Cc1ccc(Cl)cc1)c1csc(Nc2ccccn2)n1 (centres undefined)
 : nt | -2.0 | 2 | nt | nt
Cc1ccc(C(O)(C(=O)OC(C)C)C(O)c2ccc(F)cc2)cc1 (centres undefined)
 : nt | -1.7 | -3 | nt | nt
Cc1cccc(C)c1-n1nnnc1C(c1cccc2ccccc12)N1CCC2(CC1)C(=O)NCN2c1ccccc1 (centres undefined)
 : nt | 0.4 | -3 | nt | nt
OC1CN2CCC(O)C2C(O)C1O (centres undefined)
 : nt | 1.7 | -1 | nt | nt
O=c1[nH]c2ccccc2n1C1CCN(C(c2nnnn2-c2ccc3c(c2)OCCO3)C2CC2)CC1 (centres undefined)
 : nt | 1.2 | -1 | nt | nt
O=c1[nH]c2ccccc2n1C1CCN(Cc2ccc(-c3nc4ccccc4nc3-c3ccccc3)cc2)CC1
 : nt | 5.1 | -2 | nt | nt
CSCCC(c1nnnn1C1CCCCC1)N1CCC2(CC1)C(=O)NCN2c1ccccc1 (centres undefined)
 : nt | 2.1 | -3 | nt | nt
COc1ccccc1N
 : nt | 2.4 | 1 | nt | nt
CN1CC[C@@H]2CN[C@H](c3ccccc3)C[C@@H]21
 : nt | 2.2 | 0 | nt | nt
COc1ccc(CN2Cc3cc(-c4ccccc4)ccc3-n3nncc3C2)cc1
 : nt | 0.1 | -1 | nt | nt
C#C[C@]1(O)CCC2C3C(=O)C=C4C=CCC[C@]4(C)C3CC[C@@]21C (some centres undefined)
 : nt | 1.5 | -6 | nt | nt
CCOC(=O)[C@]12Cc3cc(C)ccc3[C@H]1N(CCC(=O)OC)C(=O)c1ccccc12
 : nt | 3.9 | -11 | nt | nt
CC(=O)NCC1=C(c2ccc(S(C)(=O)=O)cc2)C[C@@H]2CC[C@H]1N2CCOc1ccccc1
 : nt | -0.9 | -3 | nt | nt
CCOC(=O)[C@]12Cc3cc(OC)ccc3[C@H]1N(C)C(=O)c1ccccc12
 : nt | 0.2 | -2 | nt | nt
Cc1ccccc1-c1ccc2c(c1)CNCc1cnnn1-2
 : nt | 6.0 | -1 | nt | nt
CCOC(=O)[C@]12Cc3ccccc3[C@H]1N(C(C)C)C(=O)c1ccccc12
 : nt | -0.7 | -3 | nt | nt
CCOC(=O)[C@]12Cc3cc(Cl)ccc3[C@H]1N(C(C)C)C(=O)c1ccccc12
 : nt | 3.7 | -5 | nt | nt
c1ccc2oc(-c3ccc4c(c3)CNCc3cnnn3-4)cc2c1
 : nt | 2.4 | 3 | nt | nt
CCOC(=O)[C@]12Cc3cc(OC)ccc3[C@H]1N(C(C)C)C(=O)c1ccccc12
 : nt | 0.7 | -9 | nt | nt
Cc1cc(N2CCNC[C@H]2C)ccc1N1CCN[C@@H](C)C1
 : nt | -0.9 | -2 | nt | nt
Fc1cccc(-c2ccc3c(c2)CNCc2cnnn2-3)c1
 : nt | 4.5 | 1 | nt | nt
O=C1NCN(c2ccccc2)C12CCN(C(c1cccc3ccccc13)c1nnnn1Cc1ccccc1)CC2 (centres undefined)
 : nt | -3.4 | -5 | nt | nt
CC1CN1c1cc2c(c3c1ccn3C)C1CCC2C1 (centres undefined)
 : nt | 2.4 | -2 | nt | nt
C[C@H]1CN([C@@H](C)CO)C(=O)CCCn2cc(nn2)CO[C@@H]1CN(C)C(=O)Oc1cccc2ccccc12
 : nt | -1.0 | -1 | nt | nt

3 structures already listed, arranged by length of the SMILES, smallest number first.
Every second line gives: AddAB inh | phage Ecoli inh | Wnt act | DAGLB inh | Ecoli viability
COc1ccccc1N
 : nt | 2.4 | 1 | nt | nt
Cc1ccccc1-c1ccc2c(c1)CNCc1cnnn1-2
 : nt | 6.0 | -1 | nt | nt
c1ccc2oc(-c3ccc4c(c3)CNCc3cnnn3-4)cc2c1
 : nt | 2.4 | 3 | nt | nt

Further structures:
Every second line gives: AddAB inh | phage Ecoli inh | Wnt act | DAGLB inh | Ecoli viability
O=c1[nH]c2ccccc2n1C1CCN(C(CCc2ccccc2)c2nnnn2-c2ccc3c(c2)OCCO3)CC1 (centres undefined)
 : nt | 0.0 | -3 | nt | nt
O=C(NCCN1CCC2(CC1)C(=O)NCN2c1ccccc1)c1ccc(Cl)c(Cl)c1
 : nt | 0.6 | -2 | nt | nt
COOCC1(C(=O)OC)C[C@H](c2ccc(OC)cc2)N(Cc2ccccc2OC)[C@@H]1c1ccccc1C (some centres undefined)
 : nt | 1.9 | -9 | nt | nt
COc1cccc(C(c2nnnn2C2CCCCC2)N2CCC3(CC2)C(=O)NCN3c2ccccc2)c1OC (centres undefined)
 : nt | 2.3 | -5 | nt | nt
CN(C)c1cccc(CN2CCN(c3ccccc3)CC2)c1
 : nt | 2.7 | 1 | nt | nt
O=C(NC1CCCCC1)N1Cc2cc(Br)ccc2-n2nncc2C1
 : nt | 3.5 | -4 | nt | nt
COc1ccc(-c2ccc3c(c2)CNCc2cnnn2-3)cc1
 : nt | 4.7 | 2 | nt | nt
O=P1(c2ccccc2)CC=CC1
 : nt | 1.9 | -1 | nt | nt
O=C(NCCN1CCC2(CC1)C(=O)NCN2c1ccccc1)C(c1ccccc1)c1ccccc1
 : nt | 1.7 | -2 | nt | nt
O=c1[nH]c2ccccc2n1C1CCN(C(c2ccnc3ccccc23)c2nnnn2Cc2ccccc2)CC1 (centres undefined)
 : nt | 1.2 | -5 | nt | nt
CSCCC(c1nnnn1C1CCCC1)N1CCC2(CC1)C(=O)NCN2c1ccccc1 (centres undefined)
 : nt | 1.8 | -4 | nt | nt
O=C1NCN(c2ccccc2)C12CCN(C(c1cccc3ccccc13)c1nnnn1C1CCCCC1)CC2 (centres undefined)
 : nt | 1.0 | -3 | nt | nt
CCCCn1nnnc1C(CCc1ccccc1)N1CCC(n2c(=O)[nH]c3ccccc32)CC1 (centres undefined)
 : nt | -0.4 | -2 | nt | nt
COc1cc(OC)cc(C(=O)NCCN2CCC3(CC2)C(=O)NCN3c2ccccc2)c1
 : nt | 4.1 | 3 | nt | nt
O=C(CCc1ccccc1)N1Cc2cc(N3CCOCC3)ccc2-n2nncc2C1
 : nt | 3.4 | -1 | nt | nt
C[C@H](Cc1ccc(OCC(=O)O)cc1)NC[C@H](O)c1cccc(Cl)c1
 : nt | 6.1 | -2 | nt | nt
O=C1c2ccccc2-n2nnnc2C2c3ccccc3-n3nncc3CN12 (centres undefined)
 : nt | 0.9 | 0 | nt | nt
O=C1CC[C@@]2(O)[C@H]3Cc4ccc(O)c5c4[C@@]2(CCN3CC2CC2)C1O5 (some centres undefined)
 : nt | 2.2&1.4 | 0&1 | nt | nt
CCC(c1nnnn1Cc1ccccc1)N1CCC(n2c(=O)[nH]c3ccccc32)CC1 (centres undefined)
 : nt | 0.3 | -2 | nt | nt
NC(Cc1ccc(Cl)cc1)c1csc(Nc2ncccn2)n1 (centres undefined)
 : nt | 0.0 | -1 | nt | nt
C=CC12CN(C)C3C4COC(CC41)C1(C(=O)Nc4ccccc41)C32 (centres undefined)
 : nt | 1.1 | 1 | nt | nt
O=C(Nc1cccc(Cl)c1)c1c(O)c2c(n(Cc3ccco3)c1=O)CCCC2
 : 3.4 | 3.9 | nt | nt | -3.1
CCCCCn1c(N)c(C(=O)NCc2cccs2)c2nc3ccccc3nc21
 : -0.9 | -0.2 | nt | nt | -2.4
C[C@@H]1CN([C@H](C)CO)C(=O)CCCn2nncc2CO[C@@H]1CN(C)C(=O)Oc1ccc2ccccc2c1
 : nt | 1.3 | -1 | -2 | nt
COC(=O)C1=C(c2ccc(OCc3ccccc3)cc2)C[C@@H]2CC[C@H]1N2C(=O)NCc1ccccc1C(F)(F)F
 : nt | 2.4 | -2 | -12 | nt
O=C1NC(=O)C(C2CCOC2=O)N1 (centres undefined)
 : nt | -1.6 | 3 | -2 | nt
c1ccc(-c2ccc(CN3Cc4ccccc4-n4nncc4C3)cc2)cc1
 : nt | 0.4 | -2 | -2 | nt
C[C@H](CO)N1C[C@H](C)[C@H](CN(C)C(=O)Oc2ccccc2)OCc2cnnn2CCCC1=O
 : nt | 2.8 | -7 | -3 | nt
COc1ccc(NC(=S)N2Cc3ccccc3-n3nncc3C2)c(OC)c1
 : nt | 3.4 | 0 | 2 | nt
COC(=O)c1cn(Cc2ccc(F)cc2)c2ccccc12
 : nt | 3.0 | 0 | -4 | nt
COC(=O)C1=C(c2ccc(OCc3ccccc3)cc2)C[C@@H]2CC[C@H]1N2C(=O)NCc1ccccc1OC
 : nt | 3.4 | 15 | -5 | nt
NC1CC2CCCCC2CC1(O)c1ccccc1 (centres undefined)
 : nt | 1.9 | 3 | -4 | nt
COC(=O)C1=C(c2ccc(OCc3ccccc3)cc2)C[C@@H]2CC[C@H]1N2C(=O)NCc1ccc(OC)cc1
 : nt | 6.6 | 5 | -11 | nt
Cc1cc(C(=O)OC(C)C(=O)Nc2ccccc2)c(C)n1C1CC1 (centres undefined)
 : nt | 3.6 | 0 | -3 | nt
COc1ccc(CCNC2(C#N)CCCCC2)cc1OC
 : nt | -1.6 | -1 | -1 | nt
COC(=O)C1=C(c2ccc(OCc3ccccc3)cc2)C[C@@H]2CC[C@H]1N2C(=O)NCc1ccc(C(C)(C)C)cc1
 : nt | 2.6 | -4 | -19 | nt
O=C(NCC1=C(c2cccc3ccccc23)C[C@@H]2CC[C@H]1N2Cc1ccco1)c1cccs1
 : nt | 1.7 | 0 | 2 | nt
CS(=O)(=O)c1ccc(C2=C(CNC(=O)c3nccs3)[C@H]3CC[C@@H](C2)N3Cc2ccccc2)cc1
 : nt | 2.6 | -2 | -1 | nt
O=C(NCC1=C(c2ccc3ccccc3c2)C[C@@H]2CC[C@H]1N2Cc1ccco1)c1cccs1
 : nt | -0.9 | -1 | -2 | nt
O=[N+]([O-])c1ccc(N2CCOCC2)c2c1no[n+]2[O-]
 : nt | 17* | -10 | -4 | nt
CCNC(=O)N1Cc2ccccc2-n2nncc2C1
 : nt | -0.6 | -1 | 0 | nt
O=S(=O)(c1ccccc1)N1Cc2ccccc2-n2nncc2C1
 : nt | 1.0 | -1 | 0 | nt
CC(=O)C1CCC2C3CCC4CC(O)CCC4(C)C3CCC12C#N (centres undefined)
 : nt | 5.0 | 4 | -8 | nt
O=C(Nc1ccc(F)cc1)N1Cc2ccccc2-n2nncc2C1
 : nt | 2.1 | -2 | 0 | nt
COc1ccc(C(=O)CC(c2ccc3c(c2)OCO3)c2c(O)c3ccccc3oc2=O)cc1OC (centres undefined)
 : nt | 3.5 | -2 | -4 | nt
CCN1/C(=C/C=C/C2=[N+](CC)c3ccccc3C2(C)C)C(C)(C)c2ccccc21
 : nt | 25* | -3 | -78 | nt
COc1ccc(OC(=O)N(C)C[C@@H]2OCc3cnnn3CCCC(=O)N([C@H](C)CO)C[C@@H]2C)cc1
 : nt | 3.5 | -1 | 0 | nt
CC=CC(C)=CC(C)C(=O)CC(O)CC1CC(=O)NC(=O)C1 (centres undefined)
 : nt | 0.2 | -14 | -4 | nt
COc1cc(C(=O)N2Cc3ccccc3-n3nncc3C2)cc(OC)c1OC
 : nt | 4.0 | -1 | 0 | nt
Cc1nc2ccccc2c(=O)n1-c1c(Cl)cccc1Cl
 : nt | 1.9 | -1 | 0 | nt
CC(C)N=C(NC(C)C)N1CC1
 : nt | 4.1 | -5 | -1 | nt
Cc1ncoc1C(=O)NCC1=C(c2cccc3ccccc23)C[C@@H]2CC[C@H]1N2Cc1ccco1
 : nt | -1.3 | 0 | 2 | nt
O=C1CCC2(O)C3Cc4ccc(O)c5c4C2(CCN3Cc2ccoc2)C1O5 (centres undefined)
 : nt | 3.0 | -6 | 1 | nt
COc1ccc(OC(=O)N(C)C[C@@H]2OCc3cnnn3CCCC(=O)N([C@@H](C)CO)C[C@H]2C)cc1
 : nt | 1.2 | -1 | -1 | nt
CCCCOC1OCN(C2CCCCC2)CC1(C)C (centres undefined)
 : nt | 3.0 | -1 | -3 | nt
Clc1cccc(NC2=NCCS2)c1
 : nt | 3.3 | 2 | 0 | nt
COC(=O)C1=C(c2ccc(OCc3ccccc3)cc2)C[C@@H]2CC[C@H]1N2C(=O)NCCc1ccc(F)cc1
 : nt | 3.6 | -3 | -8 | nt
NC(Cc1ccccc1Cl)c1nn[nH]n1 (centres undefined)
 : nt | 2.5 | 2 | 0 | nt
COC(=O)C1=C(c2ccc(OCc3ccccc3)cc2)C[C@@H]2CC[C@H]1N2C(=O)NCc1ccc2c(c1)OCO2
 : nt | 0.4 | -2 | -8 | nt
Cc1nn(CC(C)C)c(Cl)c1C(=O)NC1CCCC1
 : nt | 6.1 | 6 | -3 | nt
Cc1ncoc1C(=O)NCC1=C(c2ccc(S(C)(=O)=O)cc2)C[C@@H]2CC[C@H]1N2CCOc1ccccc1
 : nt | 1.8 | -1 | 3 | nt

Screens (PubChem)

A portion of the library. The share of hits here may be higher or lower than overall.
